Bioassay records deposited in PubChem by National Center for Advancing Translational Sciences (NCATS).
Nrf2 ARE act: activates Nrf2 signaling; AREc32 ARE-luciferase reporter (MCF7-derived line), luminescence, 24 h; Potency, µM (highest dose often 46.1 µM), inactives show at the highest dose activation, hits mostly activators; 410,000 tested, 0.31% active; further: % of control where 0% means no effect; nearly all actives have a fitted effect of over 65% in size
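Reporter line AREc32 (ARE-Fluc), seeded overnight in OPTI-MEM with 5% FBS; compound pin-transferred, 24 hr at 37 deg C, 5% CO2; luminescent read-out.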
S2 tox: cell viability loss in ATXN counter-screen | S2 cells (HEK-293 line with an ATXN2-luciferase reporter) viability, CellTiter-Fluor protease fluorescence, 24 h | AID 651635 | 400,000 tested, 0.49% active | Potency, µM (doses to about 56.7 µM), usual class: cytotoxic; further: nearly all actives have a fitted effect of over 40% in size
HepG2 viability: kills HepG2 cells in TGF-b inhibitor counter-screen; HepG2 CAGA-GFP viability, ATP luminescence, 18 h; Potency, µM (titrated, usually from 46.1 µM), for the others: at the top dose activity change, negative = cytotoxicity, usual class: cytotoxic; 410,000 tested, 0.76% active; further: some results filed as inactive show a strong effect at the top dose
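CellTiter-Glo luminescence gave cytotoxicity after 18 hours at 37 degrees C. The cells were HepG2 CAGA-GFP in 1% FBS DMEM, stimulated with 500 pg/mL TGF-beta after compound addition. %Activity was normalised to no-cell wells (complete cell-killing) and DMSO (no toxicity), and curves were fitted and classified.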
ATXN2 expr inh: reduces ATXN2 reporter expression in HEK-293 cells; HEK-293 ATXN2-luciferase reporter, luminescence, 24 h; Potency, µM (top dose mostly 57 µM), without a hit: at the highest dose activity change, negative = inhibition, actives largely listed as inhibitors; 360,000 tested, 0.72% active; further: on the % scale 0 is the no-effect control and ±100 the full control effect; nearly all actives have a fitted effect of over 55% in size
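ATXN2-luciferase reporter cells (luciferase flanked by upstream and downstream ATXN2 gene portions) were treated 24 h at 37 °C with compounds at up to 57 uM. SteadyGlo luminescence gave expression; GF-AFC fluorescence gave viability.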
MCF10A rereplic: inducers of DNA re-replication in MCF 10A breast cells; MCF 10A DNA re-replication, Hoechst nuclear intensity, 48 h; Potency, µM (series often up to 46.1 µM), without a hit: top-dose activity, positive = re-replication, hits mostly activators; 350,000 tested, 2.9% active; AID 624296; further: % of control where 0% means no effect; nearly all actives have a fitted effect of over 50% in size
A549 tox: kills or reduces viability of A549 cells in Nrf2 counter-screen | A549 ARE-Fluc cells, CellTiter-Fluor viability, 18-24 h | Potency, µM (doses to about 46 µM), inactives show top-dose activity change, negative = cytotoxicity, hits mostly inhibitors | 390,000 tested, 0.16% active | AID 504648; further: on the % scale 0 is the no-effect control and ±100 the full control effect
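A549 ARE_Fluc cells in 5% FBS OPTI-MEM were exposed to compounds in concentration-response for 18-24 h at 37 deg C. Viability was read by CellTiter-Fluor fluorescence (Ex 405/Em 525) after 30 min, before the luciferase read.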
EPAC2 antagonist: EPAC2 (human) antagonism. Q8WZA2. EPAC2 GEF exchange of Rap1B-BODIPY-GDP, fluorescence. Potency, µM (titrated, usually from 114 µM), for inactives: top-dose activity, negative = inhibition, hits mostly inhibitors. 360,000 tested, 0.18% active. AID 720708; further: on the % scale 0 is the no-effect control and ±100 the full control effect; nearly all actives have a fitted effect of over 45% in size; many of its hits are not listed in these tables
Target sequence (Q8WZA2 whole entry, looked up): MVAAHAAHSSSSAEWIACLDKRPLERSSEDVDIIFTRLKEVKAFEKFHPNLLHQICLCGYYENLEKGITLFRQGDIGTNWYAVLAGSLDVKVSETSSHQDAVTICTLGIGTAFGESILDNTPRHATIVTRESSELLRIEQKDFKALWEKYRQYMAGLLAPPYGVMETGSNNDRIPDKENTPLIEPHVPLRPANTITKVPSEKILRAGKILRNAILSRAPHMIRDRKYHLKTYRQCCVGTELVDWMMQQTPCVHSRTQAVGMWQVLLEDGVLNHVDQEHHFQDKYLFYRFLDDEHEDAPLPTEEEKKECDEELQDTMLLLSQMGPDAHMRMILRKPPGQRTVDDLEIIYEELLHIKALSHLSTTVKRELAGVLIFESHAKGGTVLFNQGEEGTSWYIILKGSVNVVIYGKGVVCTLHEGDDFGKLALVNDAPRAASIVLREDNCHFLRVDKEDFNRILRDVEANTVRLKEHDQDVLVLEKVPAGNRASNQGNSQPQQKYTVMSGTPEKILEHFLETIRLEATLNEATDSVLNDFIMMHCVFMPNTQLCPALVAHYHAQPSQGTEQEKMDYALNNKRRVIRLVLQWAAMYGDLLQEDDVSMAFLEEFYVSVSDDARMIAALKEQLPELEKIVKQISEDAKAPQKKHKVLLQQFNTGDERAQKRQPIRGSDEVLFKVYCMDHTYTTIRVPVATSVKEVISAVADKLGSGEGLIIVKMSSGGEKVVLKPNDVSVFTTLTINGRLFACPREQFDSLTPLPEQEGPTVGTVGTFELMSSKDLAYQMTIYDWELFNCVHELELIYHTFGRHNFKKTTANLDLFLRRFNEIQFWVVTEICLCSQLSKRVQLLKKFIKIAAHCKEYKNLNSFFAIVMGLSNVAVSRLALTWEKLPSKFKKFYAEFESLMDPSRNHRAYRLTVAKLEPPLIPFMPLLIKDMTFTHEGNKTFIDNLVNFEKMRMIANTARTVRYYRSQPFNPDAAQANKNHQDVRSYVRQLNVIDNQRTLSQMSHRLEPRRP
TGFb inhibitor: blocks TGF-b signaling. 410,000 tested, 1.2% active. Potency, µM (titrated, usually from 46.1 µM), for inactives: at the top dose activity, negative = inhibition, most hits filed as inhibitors. HepG2 CAGA-GFP TGF-b/SMAD3 reporter, GFP fluorescence, 18 h; TGF-beta stimulated, 500 pg/mL final; further: on the % scale 0 is the no-effect control and ±100 the full control effect; nearly all actives have a fitted effect of over 65% in size
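HEPG2 CAGA-GFP, 1000 cells/well; 2 h settle, 37 C; cpd via pin tool; TGF-b 500 pg/mL final; 18 h, 37 C; GFP imaging ex488/em500-530; %Activity normalised to -TGF-b and +DMSO controls; CRC fit, curve class.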
Nrf2 block: inhibitors of Nrf2 signaling. A549 ARE-Fluc reporter, luciferase luminescence, 18-24 h. Potency, µM (titrated, usually from 46 µM), for inactives: at the top dose activity change, negative = inhibition, hits mostly inhibitors. 360,000 tested, 2.1% active. AID 504444; further: on the % scale 0 is the no-effect control and ±100 the full control effect; nearly all actives have a fitted effect of over 60% in size
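A549 ARE_Fluc cells, 5000/well, 5% FBS OPTI-MEM; compounds in dose-response, 18-24 h at 37 °C/5% CO2; CellTiter-Fluor viability read (Ex 405/Em 525), then BugLite luciferase luminescence = Nrf2 activity.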
* marks the source's active call; other numbers are inactive results; i = inactive; ? = inconclusive; . = no result given; & = joins results of further samples; [ ] = dose if it differs, or a comment. The call rests on the fitted dose curve; in most records, active means well fitted curve in the direction sought with a large enough effect; inconclusive means small, poorly fitted or top-dose-only effect, or another doubt; inactive means no such curve, though single readings can be large; an effect the other way counts as inactive or inconclusive. Potency means the concentration at half of the fitted maximal effect. Not all compounds are listed; count on the stated rates, not on these rows.

Structure	Nrf2 ARE act	S2 tox	HepG2 viability	ATXN2 expr inh	MCF10A rereplic	A549 tox	EPAC2 antagonist	TGFb inhibitor	Nrf2 block
CCN(CC)CCCNC(=O)c1sc2ncn(CC(=O)Nc3ccc(C)c(Cl)c3)c(=O)c2c1C	-4.8%	?	-45%	.	-7%	-20%	-11%	-11%	-20%
COc1cc(C2C(C#N)=C(C)NC3=C2C(=O)CC(C)(C)C3)cc(OC)c1O (centres undefined)	0.0%	i	-31%	4%	-2%	-5%	-7%	-11%	-3%
Cc1cc(C(=O)N2CCN(c3ccccc3)CC2)no1	1.6%	i	-13%	-7%	2%	-3%	-5%	15%	-24%
COc1ccc(C(=O)N(CCCO)C(C)C(=O)NC2CCCCC2)cc1OC (centres undefined)	0.4%	i	0%	-5%	-5%	0%	-1%	-4%	-13%
Cc1csc(NC(=O)c2cc3ccccc3o2)n1	6.5%	i	-23%	-13%	4%	0%	0%	-5%	-25%
Cc1ccc(Cn2cccc(NC(=O)NC3CCCCC3)c2=O)cc1	19%	?	-21%	-11%	12%	-10%	-1%	-1%	?
COc1cc(NC(=O)C(C)Oc2ccccc2)ccc1NC(=O)COc1ccccc1 (centres undefined)	0.4%	i	0%	-3%	3%	-5%	-2%	-22%	?
S=C(Nc1ccccc1)N1CCCCCCC1	0.1%	?	-12%	28%	0%	0%	1%	?	6%
COc1ccc(-n2c3c(cc(-c4nc(-c5ccc(Cl)cc5)cs4)c2=O)C(=O)CC(C)(C)C3)cc1Cl	-0.3%	i	-15%	10%	.	-3%	.	-1%	2%
COc1ccc(S(=O)(=O)N2CC(O)CC2C(=O)OCC(=O)Nc2ccc(Cl)cn2)cc1 (centres undefined)	-1.2%	?	-8%	6%	1%	4%	3%	-4%	12%
COc1cccc2c1OCC(C(=O)O)C2 (centres undefined)	0.1%	i	-7%	-25%[11.3 µM]	-3%	-1%	-12%	-13%	7%
Cn1c(=O)c2c(nc(NC3CCCC3)n2C)n(C)c1=O	0.3%	i	1%	5%	-5%	-1%	-1%	0%	-7%
CC(=O)N1c2ccc(S(=O)(=O)N3CCCCCC3)cc2CC1C(=O)NCc1ccc(Cl)cc1 (centres undefined)	8.2%	i	-20%	15%	.	-10%	.	-29%	.
C#CCSc1nc(-c2cccs2)ccc1C#N	?	i	2%	4%	7%	-1%	-1%	54%[activator]	-13%
CC(C)Cc1nc(SCC(=O)N2CCOCC2)c2c(=O)n(C)c(=O)n(C)c2n1	-0.7%	i	-1%	-1%	0%	-4%	-10%	-2%	-18%

3 entries already listed, arranged by heavy-atom count, rising.
Structure	Nrf2 ARE act	S2 tox	HepG2 viability	ATXN2 expr inh	MCF10A rereplic	A549 tox	EPAC2 antagonist	TGFb inhibitor	Nrf2 block
Cc1cc(C(=O)N2CCN(c3ccccc3)CC2)no1	1.6%	i	-13%	-7%	2%	-3%	-5%	15%	-24%
Cc1ccc(Cn2cccc(NC(=O)NC3CCCCC3)c2=O)cc1	19%	?	-21%	-11%	12%	-10%	-1%	-1%	?
CC(C)Cc1nc(SCC(=O)N2CCOCC2)c2c(=O)n(C)c(=O)n(C)c2n1	-0.7%	i	-1%	-1%	0%	-4%	-10%	-2%	-18%

Additional entries:
Structure	Nrf2 ARE act	S2 tox	HepG2 viability	ATXN2 expr inh	MCF10A rereplic	A549 tox	EPAC2 antagonist	TGFb inhibitor	Nrf2 block
CC(=O)CN1C(=O)NC(c2ccccc2)(c2ccccc2)C1=O	-0.3%	i	3%	-2%	-1%	3%	10%	-13%	0%
O=C(Nc1ccc(F)c(Cl)c1)c1cncs1	5.6%	i	0%	-4%	-1%	-4%	5%	20%	-5%
CN1C[C@@H]2[C@@H]3C(=O)N(Cc4ccccc4)C(=O)[C@@H]3[C@](C)(C1=O)N2C(=O)c1ccc(Br)cc1	-0.2%	?	-1%	12%	-1%	-3%	-4%	?	10%
CN1CC(=O)N(CCOc2ccccc2)C1=O	0.4%	i	-39%	-4%	?	-3%	-3%	-6%	6%
O=C(CSc1ccccc1)NCc1ccccc1	2.3%	i	0%	31%	?	1%	2%	-6%	?
CCSc1nnc(NC(=O)Cn2cnc3c2c(=O)n(C)c(=O)n3C)s1	0.2%	i	9%	8%	-3%	-2%	13%	0%	-1%
Cc1ccccc1N1CC(c2nnc(NC(=O)c3ccco3)s2)CC1=O (centres undefined)	4.7%	i	1%	7%	.	-2%	.	16%	22%
COCOc1cccc(CN2CCC2(C)C(=O)Nc2cc(OC)ccc2OC)c1 (centres undefined)	4.6%	i	-5%	-11%	.	.	-18%	-21%	.
COc1ccccc1NC(=O)/C(C#N)=C/c1cc([N+](=O)[O-])ccc1N1CCCC1	2.3%	i	1%	0%	-6%	-6%	46%[activator]	-2%	-2%
CC(=O)Nc1cccc(N2C(=O)CC(Cc3ccccc3)C2=O)c1 (centres undefined)	-1.0%	i	24%	3%	1%	-5%	6%	-6%	3%
CCCCC(=O)NC(=S)Nc1ccccc1C(=O)Nc1ccccc1	0.1%	i	66%	11%	2%	3%	0%	-18%	7%
CC(=O)Nc1ccc(C)c(NC(=S)Nc2ccc(F)cc2)c1	-0.9%	i	-1%	.	0%	0%	5%	-5%	?
CCOCCCNC(=O)c1cn(CC(C)C)c(=O)c2c1c1ccccc1n2C	-0.5%&0.3%	i	-4%&-3%	-8%&-5%	-37%[inhibitor]	-6%&1%	3%	22%&-7%	0%&4%
Cc1ccc(CSc2nc3sc(C)c(C)c3c(=O)n2Cc2ccco2)cc1	0.4%	.	2%	.	-1%	-9%	7%	-8%	-5%
O=C(Nc1ccc2c(c1)OCCO2)NC1CCCCC1	-0.2%	?	1%	2%	-25%	-4%	-6%	0%	?

Carrying on:
Every second line gives: Nrf2 ARE act	S2 tox	HepG2 viability	ATXN2 expr inh	MCF10A rereplic	A549 tox	EPAC2 antagonist	TGFb inhibitor	Nrf2 block
- Cc1c(C)c2ccc(OC(C)C(=O)NC3CC(C)(C)NC(C)(C)C3)cc2oc1=O (centres undefined)
  1.7%	i	-2%	11%	0%	8%	2%	3%	-9%
- Cc1ccc(NC(=O)CSc2nccn2Cc2ccc3c(c2)OCO3)c(C)c1
  0.5%	.	-16%	.	.	12%	.	-4%	.
- O=C(NCCS(=O)(=O)N1CCN(c2ccccc2F)CC1)c1ccco1
  -0.3%	i	-67%	0%	-4%	-1%	11%	10%	-9%
- COc1ccc(NC(=O)CSc2nc(C)cc(C)c2C(=O)Nc2cccc(C)c2)cc1
  1.0%	i	-10%	-4%	.	-4%	.	0%	-11%
- Cc1ccc2c(c1)CCCN2C(=O)c1c(C)noc1C
  -1.0%	i	-2%	1%	?	8%[1.84 µM]	2%	3%	-9%
- Cc1ccc(SC[C@H](C)CN2CCC(NC(=O)OCc3ccccc3)CCC2=O)cc1 (some centres undefined)
  5.3%	?	.	?	.	.	-26%	.	.
- Cc1ccc(S(=O)(=O)c2nc(-c3cccs3)oc2NCCCN(C)C)cc1
  0.4%	?	1%	0%	-6%	-12%	1%	?	-6%
- O=C(COC(=O)C1CCN(S(=O)(=O)c2cccc3cccnc23)CC1)c1ccc(F)cc1
  -0.8%	i	-5%	-13%	1%	11%	19%	9%	.
- COc1ccccc1C(OC(=O)c1cccs1)C(=O)NCC1CCCO1 (centres undefined)
  -0.6%	i	-17%	-8%	-10%	-1%	7%	1%	5%
- Cc1ccoc1C(=O)NCCNC(=O)c1occc1C
  0.3%	i	-9%	7%	-4%	0%	2%	-6%	10%
- Cc1ccc2nc(-c3ccc(SCC(=O)Nc4nnc(C)s4)nc3)[nH]c2c1
  -0.2%	.	13µM*	?	18µM*	?	7%	11µM*	?
- Cc1ccc(S(=O)(=O)N2CCCCC2)cc1NC(=O)C1CCC1
  0.2%	i	11%	3%	10%	4%	-1%	-1%	-2%
- COCCNC(=O)C(c1ccc(C)cc1)N(C(=O)CCC(=O)Nc1ccccn1)c1ccc(C)cc1 (centres undefined)
  -0.2%	i	1%	-2%	4%	0%	-1%	-1%	-20%
- N#Cc1c(/N=C/c2ccco2)oc(-c2ccccc2)c1-c1ccccc1
  0.2%	?	0%	0%	?	9%	-1%	-21%	-10%

6 of the entries above in order of their number in EPAC2 antagonist, ascending:
mol	EPAC2 antagonist
O=C(Nc1ccc2c(c1)OCCO2)NC1CCCCC1	-6%
COc1cc(NC(=O)C(C)Oc2ccccc2)ccc1NC(=O)COc1ccccc1 (centres undefined)	-2%
Cc1ccc(S(=O)(=O)N2CCCCC2)cc1NC(=O)C1CCC1	-1%
CCCCC(=O)NC(=S)Nc1ccccc1C(=O)Nc1ccccc1	0%
Cc1ccc(CSc2nc3sc(C)c(C)c3c(=O)n2Cc2ccco2)cc1	7%
CC(=O)CN1C(=O)NC(c2ccccc2)(c2ccccc2)C1=O	10%
